Screens: PubChem BioAssay, National Center for Advancing Translational Sciences (NCATS)
PLK1 PBD block – blocks phosphopeptide binding to human PLK1 polo-box domain; P53350; Potency, µM, inactives show max response, negative = inhibition, actives largely listed as inhibitors; Plk1 PBD binding of FITC phosphopeptide, fluorescence polarization; hit rate 2.8% among 360,000; note: potency is the fitted concentration of half-maximal effect; series mostly up to about 57 µM; % is set by controls: 0 for no effect and ±100 for the full control effect; nearly all actives have a fitted effect of over 65% in size
GLP1R cytotox – cytotoxic in the GLP-1 receptor inverse agonist counter-screen. HEK293 cAMP-luciferase reporter cells, luminescence, 24 h. Potency, µM (top dose mostly 38.3 µM), for inactives: at the top dose activity change, negative = inhibition, most hits filed as inhibitors. AID 624418. hit rate 0.13% among 410,000;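 note: loss of luciferase light is scored as toxicity; potency is the fitted concentration of half-maximal effect; % is set by controls: 0 for no effect and ±100 for the full control effect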
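Step one: seed cells (200 cells/uL, DMEM with 10% Nu serum, 1% pen-strep). Step two: 12-hour incubation at 37 deg C. Step three: pin 23 nL compound, incubate 24 hr. Step four: add luciferase reagent, read luminescence 12 min later.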
GLP-1R agonist – GLP-1 receptor (human) agonism. P43220. AID 624172. Potency, µM (doses to about 45.6 µM), inactives show top-dose activation, usual class: activators. HEK293 GLP-1R CRE-luciferase, luminescence, 4-6 h; cells express a hypersensitive GLP-1R form. hit rate 0.007% among 380,000; note: potency is the fitted concentration of half-maximal effect; % of control where 0% means no effect
IL2 activator – activates IL-2 in a cell-based reporter assay. IL-2 activation reporter assay, cell-based qHTS; stimulated with anti-CD3/CD4/CD28 beads; in transgenic mouse T cells. activation, % (series mostly up to about 46 µM). hit rate 0.065% among 360,000. AID 652025; in the data active = activation above about 50%; inconclusive = mostly about 30% to 49%; note: 0% is about no effect
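Readout: EGFP and DsRed signals by fluorescent plate cytometry. Unstimulated transgenic mouse T cells received compound 60 min before antibody-bead stimulation, then incubated 18 h at 37 degrees C.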
PTHR1 agonist – agonists of human PTHR1 parathyroid hormone receptor; Q03431; HEK293 GP2 PTHR1 cells, GloSensor cAMP luminescence, 1 h; Potency, µM (top dose mostly 115 µM), inactives show top-dose activation, actives largely listed as activators; hit rate 0.075% among 410,000; AID 743266; note: potency is the fitted concentration of half-maximal effect; nearly all actives have a fitted effect of over 55% in size; some results filed as inactive show a strong effect at the top dose; inactives centre near -15; many of its hits are not listed in these tables
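HEK-293-derived GP2 cells expressing PTHR1 and a GloSensor cAMP reporter, 3,000/well, plated overnight, given luciferin plus IBMX (each 0.5 mM as added) for 1 h at 37 °C, then compound for 1 h at 37 °C. Luminescence was read after 15 min at room temperature.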
PI5P4Ka inh – inhibitors of human PI5P4K alpha. P48426. PI5P4Kalpha enzyme, ADP-Glo luminescence, 60 min; hits give low values. max response, %. hit rate 1.2% among 330,000; active = max response of -50% or lower; inconclusive = between -30% and -50%; inactive = -30% or higher; note: value at the top dose of about 77 µM; % is set by controls: 0 for no effect and ±100 for the full control effect
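PI5P4Kalpha ADP-Glo assay; 5 microM ATP final; 60 min RT reaction; HEPES pH 7.4/EGTA/CHAPS, 5% DMSO; controls lacking substrate or enzyme; luminescent end-point.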
GLP1R inv ag – GLP-1 receptor (human) inverse agonism; Potency, µM (titrated, usually from 38.3 µM), inactives show at the top dose activity change, negative = inhibition, actives largely listed as inhibitors; hit rate 1.6% among 410,000; P43220; HEK293 GLP-1R CRE-luciferase, luminescence, 24 h; GLP-1R form is constitutively active; note: potency is the fitted concentration of half-maximal effect; % is set by controls: 0 for no effect and ±100 for the full control effect; nearly all actives have a fitted effect of over 55% in size
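HEK293 cells stably co-expressing a cAMP-responsive luciferase reporter and constitutively active GLP-1R were seeded, incubated 12 h, then exposed to compounds for 24 h at 37 C. Luminescence was read 12 min after detection reagent; inverse agonists lower signal.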
EPAC1 ag – agonists of human EPAC1; EPAC1 agonist qHTS, biochemical assay; response scale: 100% = response to 6.5 mM cAMP; Potency, µM (top dose mostly 154 µM), for the others: top-dose activation, actives largely listed as activators; hit rate 0.073% among 360,000; AID 720707; note: potency is the fitted concentration of half-maximal effect; nearly all actives have a fitted effect of over 60% in size
Target sequence (O95398 whole entry, looked up): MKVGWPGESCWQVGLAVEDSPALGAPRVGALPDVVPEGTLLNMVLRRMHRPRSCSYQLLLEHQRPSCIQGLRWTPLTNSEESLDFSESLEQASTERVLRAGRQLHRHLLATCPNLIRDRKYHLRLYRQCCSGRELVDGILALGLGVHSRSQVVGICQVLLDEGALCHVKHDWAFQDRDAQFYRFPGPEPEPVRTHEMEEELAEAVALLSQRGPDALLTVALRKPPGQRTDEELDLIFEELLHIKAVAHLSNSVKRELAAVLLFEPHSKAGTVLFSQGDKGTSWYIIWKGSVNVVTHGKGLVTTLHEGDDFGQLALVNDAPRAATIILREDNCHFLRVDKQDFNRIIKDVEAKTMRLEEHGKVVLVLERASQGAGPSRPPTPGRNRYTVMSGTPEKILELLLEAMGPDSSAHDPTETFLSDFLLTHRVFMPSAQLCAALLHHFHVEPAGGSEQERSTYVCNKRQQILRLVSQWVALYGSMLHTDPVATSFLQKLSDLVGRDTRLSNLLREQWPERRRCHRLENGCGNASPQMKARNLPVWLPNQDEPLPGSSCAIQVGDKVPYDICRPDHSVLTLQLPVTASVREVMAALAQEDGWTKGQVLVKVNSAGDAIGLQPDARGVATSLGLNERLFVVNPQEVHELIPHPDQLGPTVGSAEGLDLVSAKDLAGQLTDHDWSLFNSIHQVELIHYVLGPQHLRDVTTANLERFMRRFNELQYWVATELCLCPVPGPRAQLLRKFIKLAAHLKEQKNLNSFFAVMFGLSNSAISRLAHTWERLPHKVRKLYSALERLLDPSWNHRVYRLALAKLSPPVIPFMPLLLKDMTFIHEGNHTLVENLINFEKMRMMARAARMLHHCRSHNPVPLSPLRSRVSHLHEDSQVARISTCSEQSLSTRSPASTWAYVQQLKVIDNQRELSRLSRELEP
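Normalized to 6.5 mM cAMP, activity reflects EPAC1-catalysed release of BODIPY-GDP from Rap1B, followed kinetically over 30 min at 480 nm excitation, 540 nm emission. Reaction contained 100 nM EPAC1, 250 nM Rap1B-BODIPY-GDP, 50 uM GDP.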
EPAC1 antagonist – antagonists of human EPAC1; EPAC1 GEF assay, Rap1b-BODIPY-GDP exchange fluorescence; Potency, µM (highest dose often 115 µM), for the others: top-dose activity change, negative = inhibition, hits mostly inhibitors; hit rate 0.14% among 360,000;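 note: potency is the fitted concentration of half-maximal effect; plate controls were vehicle for no effect and positive control for full effect; nearly all actives have a fitted effect of over 50% in size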
An asterisk follows results filed as active; i = inactive; ? = inconclusive; . = no result given; [ ] = dose if it differs, or a comment. Unless noted, calls come from the whole dose curve; as a rule, active = well fitted curve in the direction sought with a large enough effect; inconclusive = small, poorly fitted or top-dose-only effect, or another doubt; inactive = no such curve, though single readings can be large; an effect the other way counts as inactive or inconclusive. Not all compounds are listed; count on the stated rates, not on these rows.

#	SMILES	PLK1 PBD block	GLP1R cytotox	GLP-1R agonist	IL2 activator	PTHR1 agonist
1	CCSc1nc(O)c(Cc2ccccc2)c(=O)[nH]1	-12%	4%	0%	-0.4	i
2	O=c1c2cccnc2n(-c2ccccc2)n1Cc1ccc(Cl)cc1	27µM*	8%	4%	0.8	i
3	Cc1cccc(NC(=S)NC2CC3CCC(C2)N3Cc2ccco2)c1C (stereo not drawn)	-8%	0%	-1%	-0.5	-11%[57.5 µM]
4	COCC1CCCCN1Cc1cn[nH]c1-c1ccc2cc(OC)ccc2c1 (stereo not drawn)	-1%	1%	1%	2.0	i
5	ON=C(c1ccccc1)c1ccc2c3c(cccc13)CC2	1%	-4%	-2%	0.7	-23%
6	Cc1cccn2c(=O)c3cc(C(=O)NCCc4ccccc4)c(=N)n(CC4CCCO4)c3nc12 (stereo not drawn)	0%	109%[activator]	2%	5.7	i
7	Cc1ccc(NC(=O)Cn2c(=S)[nH]c3ccccc32)cc1	24µM*	1%	2%	-2.4	-3%
8	Cc1ccc(-n2c(SCC(=O)c3c(N)n(C4CC4)c(=O)[nH]c3=O)nnc2N2CCOCC2)cc1	-7%	-13%	8%	4.4	i
9	Cc1cccnc1C(NC(=O)C1CCN(CCOc2ccc(F)cc2)CC1)c1ccc(F)cc1 (stereo not drawn)	-5%	-1%	-5%	-0.1	-23%
10	COc1ccc(/C=C/C(=O)O/N=C(\N)c2ccccc2)cc1OC	-14%	11%	-1%	-4.0	-35%[inhibitor]
11	CC(C)Cc1cc(C(=O)NCCc2ccccc2)no1	-7%	3%	14%	0.1	-32%[inhibitor]
12	CCOC(=O)C1(CCOC)CCN(C(=O)Cc2ccc3ccccc3c2)CC1	-7%	-17%	13%	-2.7	-7%

#	PI5P4Ka inh	GLP1R inv ag	EPAC1 ag	EPAC1 antagonist
1	-13	13%	6%	-2%
2	5	1%	4%	-8%
3	.	6%	6%	1%
4	9	-10%	0%	-2%
5	0	?	4%	6%
6	4	40%[activator]	3%	-1%
7	-10	-22%	4%	-15%
8	-1	8%	-2%	-10%
9	-3	?	-7%	-11%
10	16	0%	7%	-20%
11	-5	?	-4%	-3%
12	-4	?	-10%	-1%

(list continues)
#	SMILES	PLK1 PBD block	GLP1R cytotox	GLP-1R agonist	IL2 activator	PTHR1 agonist
13	CC(C)CCNC(=O)c1sc2ccc(S(=O)(=O)N3CCCCC3)cc2c1N	-2%	-7%	19%	-2.2	-18%
14	COCC(C)NC(=O)NC(=O)c1ccc(Cl)cc1 (stereo not drawn)	-13%	8%	1%	-1.2	i
15	Cc1[nH]c2ccccc2c1SCC(=O)NC1CCCCC1	-4%	-11%	5%	-2.3	i
16	COc1cc(/C=C/C(=O)OCC(=O)Nc2nnc(-c3ccccc3)o2)cc(OC)c1OC	-5%	8%	-19%	-4.2	i
17	COc1ccc2oc(C(F)(F)C(F)(F)F)cc(=O)c2c1	-2%	-7%	-2%	-0.1	i
18	CCOC(=O)c1c[nH]c2nc(C)ccc2c1=O	?	6%	-7%	1.0	i
19	CCOC(=O)c1c(NC(=O)CSc2nnc(C)o2)sc(C)c1C	-6%	2%	-2%	-1.6	i
20	S=c1[nH]nc(C2CCCCC2)n1/N=C/c1ccco1	-18%	9%	-3%	-2.0	i
21	CCN(CC)C(=O)c1oc2ccc(S(=O)(=O)N3CCCCCC3)cc2c1C	-5%	-6%	19%	-3.8	-2%[57.5 µM]
22	CC(C)(C)OC(=O)N1CCC[C@@H]1C(=O)NCc1ccccc1Cl	-8%	-13%	-2%	1.4	-24%
23	COC(=O)c1c(NC(=O)c2ccc(C)c(S(=O)(=O)Nc3ccccc3C)c2)sc2c1CCCC2	-3%	5%	8%	1.7	i
24	CCOP(=O)(c1ccc(N(C)C)cc1)C(O)c1ccccc1 (stereo not drawn)	-2%	1%	-1%	-3.1	i

#	PI5P4Ka inh	GLP1R inv ag	EPAC1 ag	EPAC1 antagonist
13	-2	?	-2%	-21%
14	.	7%	3%	-19%
15	0	-25%	-4%	6%
16	-5	6%	1%	7%
17	11	8%	10%	1%
18	-22	13%	-2%	2%
19	0	44%[activator]	-9%	10%
20	6	-1%	2%	7%
21	.	-6%	-1%	1%
22	4	1%	12%	4%
23	.	3%	5%	4%
24	0	7%	-5%	4%

The final two entries of the section before come first, to join the parts.
#	SMILES	PLK1 PBD block	GLP1R cytotox	GLP-1R agonist	IL2 activator	PTHR1 agonist
23	COC(=O)c1c(NC(=O)c2ccc(C)c(S(=O)(=O)Nc3ccccc3C)c2)sc2c1CCCC2	-3%	5%	8%	1.7	i
24	CCOP(=O)(c1ccc(N(C)C)cc1)C(O)c1ccccc1 (stereo not drawn)	-2%	1%	-1%	-3.1	i
25	Cc1ccc(C(=O)N2CCN(S(=O)(=O)c3ccccc3[N+](=O)[O-])C2)cc1	-9%	18%	4%	-0.5	-13%
26	O=C(CSc1ccccc1Cl)N1CCOCC1	-17%	0%	8%	2.3	i
27	Cn1cc(C2NC(=O)c3ccccc3N2)c2ccccc21 (stereo not drawn)	-4%	?	7%	-3.0	i
28	CC(C)(C)S(=O)N1Cc2cc(C(=O)NCc3ccc4c(c3)OCO4)nc(-c3cccc(-c4ccncc4)c3)c2[C@H]1CCO (stereo partly drawn)	-12%	1%	17%	-0.5	-20%
29	COc1ccc(N2C(=O)NC3CC2(C)Oc2ccc(Br)cc23)cc1OC (stereo not drawn)	1%	-4%	0%	-0.9	0%
30	CN(C)CCNc1ccc(-c2n[nH]c(=O)c3ccccc23)cc1[N+](=O)[O-]	-18%	-29%	15%	-0.3	i
31	Cn1c(=O)c2ncn(CC(=O)Nc3cccc(-c4nc5ccccc5s4)c3)c2n(C)c1=O	-11%	-9%	3%	-2.2	-49%[inhibitor][57.5 µM]
32	O=c1c2ccccc2ncn1Cc1ccccc1	4%	10%	8%	-2.0	i
33	Cc1cc2c(c(C)nn2-c2ccccc2)c(=O)o1	-16%	-16%	17%	-0.9	i
34	Cc1ccc(-c2csc(C3C(N)=NC(S)=C(C#N)C34CCCCC4)n2)cc1 (stereo not drawn)	?	-4%	-8%	-0.1	-11%
35	CS(=O)(=O)N(CC(=O)Nc1ccc2c(c1)OCCO2)Cc1ccccc1	-5%	6%	-6%	-1.9	-3%[57.5 µM]
36	O=c1[nH]nc(CNc2ccc(Cl)cc2Cl)c2ccccc12	0%	-14%	5%	-2.5	-24%

#	PI5P4Ka inh	GLP1R inv ag	EPAC1 ag	EPAC1 antagonist
23	.	3%	5%	4%
24	0	7%	-5%	4%
25	0	10%	9%	-6%
26	2	4%	5%	2%
27	16	?	4%	7%
28	4	24%	4%	-9%
29	1	-1%	-5%	-2%
30	1	6%	9%	9%
31	.	-1%	15%	-3%
32	1	5%	1%	-3%
33	2	41%[activator]	-6%	0%
34	-23	-8%	0%	-3%
35	.	-1%	10%	-4%
36	2	2%	-15%	-14%

New compounds follow:
#	SMILES	PLK1 PBD block	GLP1R cytotox	GLP-1R agonist	IL2 activator	PTHR1 agonist
37	CCC(CC)c1nnc(NC(=O)c2ccc(N3CCCCC3)c([N+](=O)[O-])c2)s1	2%	-28%	1%	1.9	-16%
38	O=C(Cc1c(F)cccc1Cl)OCC(=O)c1ccc[nH]1	0%	-1%	9%	0.2	-19%
39	CC(C)=CCC/C(C)=C/CNC(=O)C[C@H]1C[C@H](C(=O)N2CCCCC2)[C@@]2(CCc3ccccc3)c3[nH]c4cc(-c5ccco5)ccc4c3CCN2C1=O	0%	3%	3%	-0.2	i
40	COCCNC(=O)Cn1c(=O)n(CCCC(=O)NCc2ccc3c(c2)OCO3)c(=O)c2sccc21	27µM*	-16%	0%	1.9	10%

#	PI5P4Ka inh	GLP1R inv ag	EPAC1 ag	EPAC1 antagonist
37	1	?	2%	-7%
38	-12	?	2%	-6%
39	?	?	-17%	-20%
40	-7	-1%	-11%	10%

In the list so far, these contain a Cl atom.
#	SMILES	PLK1 PBD block	GLP1R cytotox	GLP-1R agonist	IL2 activator	PTHR1 agonist
2	O=c1c2cccnc2n(-c2ccccc2)n1Cc1ccc(Cl)cc1	27µM*	8%	4%	0.8	i
14	COCC(C)NC(=O)NC(=O)c1ccc(Cl)cc1 (stereo not drawn)	-13%	8%	1%	-1.2	i
22	CC(C)(C)OC(=O)N1CCC[C@@H]1C(=O)NCc1ccccc1Cl	-8%	-13%	-2%	1.4	-24%
26	O=C(CSc1ccccc1Cl)N1CCOCC1	-17%	0%	8%	2.3	i
36	O=c1[nH]nc(CNc2ccc(Cl)cc2Cl)c2ccccc12	0%	-14%	5%	-2.5	-24%
38	O=C(Cc1c(F)cccc1Cl)OCC(=O)c1ccc[nH]1	0%	-1%	9%	0.2	-19%

#	PI5P4Ka inh	GLP1R inv ag	EPAC1 ag	EPAC1 antagonist
2	5	1%	4%	-8%
14	.	7%	3%	-19%
22	4	1%	12%	4%
26	2	4%	5%	2%
36	2	2%	-15%	-14%
38	-12	?	2%	-6%
